E coli Lon inh: E. coli protease La inhibition. P0A9M0. purified E. coli Lon protease, fluorescence polarization. inhibition, % at 7.94 µM. actives 0.42% (n = 360,000). AID 602123; in the data active = inhibition above about 13%, passing the limit was not always enough;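 also: 0% = enzyme with probe and DMSO and 100% = no enzyme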
SKN-1 inh: C. elegans SKN-1 inhibition; actives 0.49% (n = 360,000); inhibition, % at 21.8 µM; AID 624304; C. elegans VP596 Pgst-4::GFP/RFP ratio, acrylamide-induced, 24 h;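 active = interference check ratio from 0.5 to 1.5 plus GFP to RFP signal ratio inhibition reaching or exceeding a fixed threshold, cut at about 30% in these data, passing the limit was not always enough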; also: some compounds called inactive have numbers as strong as hits
Neddylation inh: cullin neddylation inhibition | actives 0.58% (n = 360,000) | P61081+Q13564 | AID 651699 | calls only at 25 µM | TR-FRET cullin neddylation, biochemical; in the data active = inhibition above about 36%
MsrA inh: inhibits bovine methionine sulfoxide reductase A; purified bovine MsrA, absorbance read-out; inhibition, % at 15.5 µM; actives 0.75% (n = 360,000); in the data active = inhibition above about 4.5%;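 also: 0% = vehicle wells with enzyme and 100% = reference inhibitor wells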
MsrA act: bovine methionine sulfoxide reductase A activation. AID 602163. actives 0.3% (n = 360,000). activation, % at 10.6 µM. purified bovine MsrA, absorbance read-out; in the data active = activation above about 7.5%;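 also: 0% = vehicle and 100% = reference activator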
Rin1-Abl PPI inh: blocks binding of human Rin1 to Abl; AID 588664; TR-FRET Rin1/Abl binding, biochemical; inhibition, % at 7.35 µM; P00519+Q13671; actives 0.4% (n = 360,000); in the data active = inhibition above about 5%, passing the limit was not always enough
Target sequence (P00519 whole entry, looked up): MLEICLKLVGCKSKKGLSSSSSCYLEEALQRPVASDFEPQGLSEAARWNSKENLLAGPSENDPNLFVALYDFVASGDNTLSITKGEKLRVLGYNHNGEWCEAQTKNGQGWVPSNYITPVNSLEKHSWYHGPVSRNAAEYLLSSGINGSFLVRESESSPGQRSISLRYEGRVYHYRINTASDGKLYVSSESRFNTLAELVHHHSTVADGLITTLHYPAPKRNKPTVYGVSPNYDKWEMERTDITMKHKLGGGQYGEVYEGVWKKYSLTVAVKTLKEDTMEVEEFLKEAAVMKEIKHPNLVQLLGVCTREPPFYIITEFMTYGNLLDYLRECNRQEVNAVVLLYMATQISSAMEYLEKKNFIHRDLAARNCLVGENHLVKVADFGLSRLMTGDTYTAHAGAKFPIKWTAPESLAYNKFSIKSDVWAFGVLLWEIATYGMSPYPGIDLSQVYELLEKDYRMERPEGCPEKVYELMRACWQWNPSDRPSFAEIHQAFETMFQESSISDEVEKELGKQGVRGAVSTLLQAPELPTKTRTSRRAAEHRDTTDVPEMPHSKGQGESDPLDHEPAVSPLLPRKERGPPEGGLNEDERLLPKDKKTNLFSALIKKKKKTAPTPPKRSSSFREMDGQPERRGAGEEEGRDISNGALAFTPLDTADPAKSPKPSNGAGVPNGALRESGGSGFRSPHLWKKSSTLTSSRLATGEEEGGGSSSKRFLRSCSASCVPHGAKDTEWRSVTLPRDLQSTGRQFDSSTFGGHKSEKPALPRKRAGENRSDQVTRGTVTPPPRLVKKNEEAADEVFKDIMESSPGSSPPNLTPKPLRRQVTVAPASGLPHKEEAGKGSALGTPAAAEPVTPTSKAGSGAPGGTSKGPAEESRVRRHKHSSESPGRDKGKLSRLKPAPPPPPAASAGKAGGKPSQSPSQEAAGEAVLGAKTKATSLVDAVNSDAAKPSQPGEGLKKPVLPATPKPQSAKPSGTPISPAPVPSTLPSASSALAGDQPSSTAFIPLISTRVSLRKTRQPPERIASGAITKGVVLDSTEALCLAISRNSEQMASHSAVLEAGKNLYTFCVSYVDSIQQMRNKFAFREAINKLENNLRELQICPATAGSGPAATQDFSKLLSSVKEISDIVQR
Target sequence (Q13671 whole entry, looked up): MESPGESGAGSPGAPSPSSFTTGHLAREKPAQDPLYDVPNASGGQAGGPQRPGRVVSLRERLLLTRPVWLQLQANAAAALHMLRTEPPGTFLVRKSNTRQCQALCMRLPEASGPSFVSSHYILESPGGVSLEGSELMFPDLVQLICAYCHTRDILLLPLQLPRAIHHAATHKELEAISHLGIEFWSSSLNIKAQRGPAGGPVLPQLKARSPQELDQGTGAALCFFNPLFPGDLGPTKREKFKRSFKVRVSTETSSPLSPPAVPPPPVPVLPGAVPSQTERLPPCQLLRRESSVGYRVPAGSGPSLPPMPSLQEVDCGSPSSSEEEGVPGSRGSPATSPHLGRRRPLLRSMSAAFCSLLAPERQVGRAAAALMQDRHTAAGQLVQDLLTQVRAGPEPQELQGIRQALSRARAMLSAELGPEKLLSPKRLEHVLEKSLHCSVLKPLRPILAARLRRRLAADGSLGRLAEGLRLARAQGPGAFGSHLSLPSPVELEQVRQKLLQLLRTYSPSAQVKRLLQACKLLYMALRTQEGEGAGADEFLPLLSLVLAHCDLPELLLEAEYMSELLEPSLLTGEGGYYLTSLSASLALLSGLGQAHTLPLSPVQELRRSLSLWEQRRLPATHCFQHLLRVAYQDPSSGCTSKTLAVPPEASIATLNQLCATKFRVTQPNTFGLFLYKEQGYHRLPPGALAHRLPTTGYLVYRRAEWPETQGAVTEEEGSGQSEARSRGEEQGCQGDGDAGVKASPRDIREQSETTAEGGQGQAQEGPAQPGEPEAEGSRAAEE
FAS TE block: FAS thioesterase (human) inhibition | recombinant FAS-TE, OMFH fluorogenic substrate, fluorescence endpoint | AID 602261 | inhibition, % at 15 µM | actives 0.67% (n = 360,000) | P49327;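 active = compounds whose normalised, plate-corrected inhibition of enzyme fluorescence in the single-dose primary screen is 50% or more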;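 also: 0% = DMSO with enzyme and 100% = substrate without enzyme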
MT1-MMP act inh: inhibitors of human MT1-MMP activation | P50281 | HT1080 RFP-PRO-GFP cells, GFP/RFP ratio fluorescence, overnight; percent of plate control window, DMSO zero | GFP/RFP ratio change, % at 20 µM | actives 0.061% (n = 360,000);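 active = GFP/RFP ratio change of at least 30% with cell ATP level not reduced by more than half and red fluorescence within 50% of control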; also: strong numbers were not always called active
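Material: RFP-PRO-GFP reporter HT1080 cells. Dosing: single-point 20 µM compound, 1% DMSO. Controls: DMSO and RFP-L50D-GFP cell wells. Timing: cells overnight before dosing, compound overnight, 37 °C, 5% CO2. Measure: GFP/RFP fluorescence ratio.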
CendR NRP1 mod: modulators of CendR peptide binding to human neuropilin-1. O14786. FAM-RPARPAR peptide binding to NRP-1, fluorescence polarization. inhibition, % at 25 µM. actives 0.85% (n = 360,000). AID 602438;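 active = inhibition or corrected inhibition above about 18%, plus a signal ratio from 0.5 to 1.5, limit read from the data, passing the limit was not always enough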; also: strong numbers were not always called active
The depositor's hits bear a star; i = inactive; x = no result given.

[1] O=C(c1cc2ccccc2[nH]1)N1CCOCC1
[2] CCC12CN(C(=O)c3ccc(OC)cc3)CC(CC)(CN(C(=O)c3ccc(OC)cc3)C1)C2=O
[3] N#CN=C1SCCS1
[4] CNS(=O)(=O)c1cccc(C(=O)OCC(=O)N2CC(C)OC(C)C2)c1 (centres undefined)
[5] Cc1csc2nc(O)c(C(=O)NC3CCCCCC3)c(=O)n12
[6] CCN(Cc1ccccc1)S(=O)(=O)CCNC(=O)c1ccc(OC)cc1
[7] O=C(Cc1ccc(N2CCNC2=O)cc1)N1CCCC(Nc2ccc(F)c(F)c2)C1 (centres undefined)
[8] CC(C)(C)c1ccc(CN(Cc2ccccc2)C(c2ccccn2)c2nnnn2C(C)(C)C)cc1 (centres undefined)
assay / compound	1	2	3	4	5	6	7	8
E coli Lon inh	-9	6	-3	-12	-12	-4	10	0
SKN-1 inh	5	-6	8	8	-1	9	0	-12
Neddylation inh	i	i	i	i	i	i	i	i
MsrA inh	-1.1	1.0	-0.6	-0.2	-1.3	-0.1	0.1	0.3
MsrA act	7	-3	-5	1	-2	5	-8	-4
Rin1-Abl PPI inh	-2	1	-1	-1	2	3	2	1
FAS TE block	-5	-7	-6	-3	18	0	-2	25
MT1-MMP act inh	-4	0	-4	1	-4	-2	-7	-16
CendR NRP1 mod	-16	-2	-14	0	-11	0	-6	6

[9] Cc1ccc(N2C(=O)N(CC(=O)Nc3cccc(C)c3C)C(=O)C2C)cc1 (centres undefined)
[10] CCOC(=O)c1cccc(NC(=O)CSc2nnc(C3CCCCC3)n2CC)c1
[11] O=C(Nc1cccc(Cl)c1)Nn1cnnc1
[12] CC12CN(Cc3ccccc3)CC(C)(CN(Cc3ccccc3)C1)C2=O
[13] Cc1ccc(S(=O)CCNC(=O)Cc2ccc(Cl)cc2)cc1 (centres undefined)
[14] COc1cc(C2C3=C(CC(C)(C)CC3=O)N(C)C3=C2C(=O)CC(C)(C)C3)ccc1O
[15] CCN(CC)S(=O)(=O)c1cccc(-c2nnc(SCC(=O)c3ccc(Cl)s3)n2C)c1
[16] Cc1cc(C(=O)N2CCCC(Nc3ccc(C(C)C)cc3)C2)nn1C (centres undefined)
assay / compound	9	10	11	12	13	14	15	16
E coli Lon inh	-2	-4	104*	-5	6	1	-2	-7
SKN-1 inh	-6	-3	3	-3	-6	-2	26	-16
Neddylation inh	i	i	i	i	i	i	i	i
MsrA inh	-1.2	0.8	1.1	0.1	-0.2	1.2	0.3	0.2
MsrA act	-8	-8	-2	-4	-6	-9	-1	-7
Rin1-Abl PPI inh	3	6	1	0	5	-2	-2	-3
FAS TE block	3	3	-3	-1	4	-6	-4	0
MT1-MMP act inh	3	0	-4	-2	-3	0	-9	5
CendR NRP1 mod	-4	1	4	-6	11	-7	3	8

Given with each value named: part of the list above
9: Cc1ccc(N2C(=O)N(CC(=O)Nc3cccc(C)c3C)C(=O)C2C)cc1 (centres undefined)
  E coli Lon inh = -2
  SKN-1 inh = -6
  Neddylation inh = i
  MsrA inh = -1.2
  MsrA act = -8
  Rin1-Abl PPI inh = 3
  FAS TE block = 3
  MT1-MMP act inh = 3
  CendR NRP1 mod = -4
10: CCOC(=O)c1cccc(NC(=O)CSc2nnc(C3CCCCC3)n2CC)c1
  E coli Lon inh = -4
  SKN-1 inh = -3
  Neddylation inh = i
  MsrA inh = 0.8
  MsrA act = -8
  Rin1-Abl PPI inh = 6
  FAS TE block = 3
  MT1-MMP act inh = 0
  CendR NRP1 mod = 1
11: O=C(Nc1cccc(Cl)c1)Nn1cnnc1
  E coli Lon inh = 104*
  SKN-1 inh = 3
  Neddylation inh = i
  MsrA inh = 1.1
  MsrA act = -2
  Rin1-Abl PPI inh = 1
  FAS TE block = -3
  MT1-MMP act inh = -4
  CendR NRP1 mod = 4
12: CC12CN(Cc3ccccc3)CC(C)(CN(Cc3ccccc3)C1)C2=O
  E coli Lon inh = -5
  SKN-1 inh = -3
  Neddylation inh = i
  MsrA inh = 0.1
  MsrA act = -4
  Rin1-Abl PPI inh = 0
  FAS TE block = -1
  MT1-MMP act inh = -2
  CendR NRP1 mod = -6

(next part)
[17] NC(=O)C1CCN(CC(=O)Nc2cc(Cl)ccc2Oc2ccccc2)CC1
[18] CN(C(=O)COc1cc(=O)n(C)c2ccccc12)c1cccc(Cl)c1
[19] CCCCCCOc1ccc(C(=O)n2cnc(N)n2)cc1
[20] Cc1oc2cc3oc(=O)c4c(c3cc2c1C)CCC4
[21] COC(=O)c1[nH]c2ccc(Cl)cc2c1NC(=O)Oc1ccccc1
[22] O=C(O)CCCCn1c(SCc2cc(=O)n3cc(Cl)ccc3n2)nc2ccsc2c1=O
[23] CCn1c(CSCc2ccc(C)cc2)n[nH]c1=S
[24] COc1cc(CNC[C@H]2O[C@@H](n3ccc(N)nc3=O)[C@H](O)[C@@H]2O)ccc1OCc1ccc(C)cc1
assay / compound	17	18	19	20	21	22	23	24
E coli Lon inh	-1	-6	-5	4	-4	-5	-11	-1
SKN-1 inh	6	-2	11	7	-1	3	-5	2
Neddylation inh	i	i	i	i	x	i	i	i
MsrA inh	0.1	0.3	2.4	0.7	1.1	1.0	0.9	2.7
MsrA act	-2	1	-1	-2	-2	-5	-2	0
Rin1-Abl PPI inh	4	-1	-1	2	-6	-1	-5	-2
FAS TE block	2	8	-4	-6	-1	-6	-3	-8
MT1-MMP act inh	3	3	-4	-10	-1	1	-2	-1
CendR NRP1 mod	12	7	0	-4	-6	-4	-8	-3

[25] COc1ccc(OC)c(CCNC(=O)CC2Oc3ccc(C)cc3NC2=O)c1 (centres undefined)
[26] Cc1sc2ncn(CC(=O)NCCCN3CCC(C)CC3)c(=O)c2c1S(=O)(=O)N1CCC(C)CC1
[27] COc1cccc(Nc2cc(C)nc3nc(C)nn23)c1
[28] CCOc1cc(S(=O)(=O)NCCCn2ccnc2)ccc1Cl
[29] COc1ccccc1C(=O)NNC(=O)c1cccc(F)c1
[30] COc1cccc(N/C=C/C(=O)c2ccc(Br)cc2)c1
[31] CCOC(=O)c1nc(C)sc1-c1ccnn1S(=O)(=O)c1ccc(Cl)cc1Cl
[32] COc1cc(OC)c(NS(=O)(=O)c2cc(Br)cnc2N)cc1Cl
assay / compound	25	26	27	28	29	30	31	32
E coli Lon inh	1	0	-6	-9	0	-6	-6	3
SKN-1 inh	9	-6	-4	-4	9	-2	-11	2
Neddylation inh	i	i	i	i	i	i	i	i
MsrA inh	0.7	0.1	0.3	0.3	2.1	-1.4	1.2	-0.4
MsrA act	0	-3	-6	2	-10	-9	-2	-2
Rin1-Abl PPI inh	-1	-1	-3	2	3	0	-1	1
FAS TE block	2	-1	-7	-5	-11	22	26	18
MT1-MMP act inh	8	-3	3	0	-1	9	1	3
CendR NRP1 mod	-1	12	-15	-2	14	-23	1	8

[33] O=C(O)C1CCC(=O)N(C2CCCCC2)C1c1ccccc1 (centres undefined)
[34] Cc1cccc(NNC(=S)Nc2ccccc2)c1
[35] O=C(Nc1cccnc1)C1CC(=O)N(c2ccc(F)cc2)C1 (centres undefined)
[36] Cc1ccc(S(=O)(=O)N2CCN(Cc3cc(=O)n4ccccc4n3)CC2)cc1C
[37] COc1cccc(CSc2nnc(CSc3nc4nc(C)cc(C)n4n3)s2)c1
[38] CC(C)[C@H](CO)NC(=O)[C@H]1O[C@@H](n2ccc(=O)[nH]c2=O)[C@H](O)[C@@H]1O
[39] CCO[C@H]1OC(C(=O)N2CCOCC2)=C[C@@H](c2cn(C(C)=O)c3ccccc23)[C@@H]1CCCO
[40] O=c1oc2ccccc2cc1-c1csc(Nc2ccc(O)cc2)n1
assay / compound	33	34	35	36	37	38	39	40
E coli Lon inh	1	-6	1	-2	-2	-2	-1	-3
SKN-1 inh	16	8	-2	-1	7	15	-8	1
Neddylation inh	i	i	i	i	i	i	i	i
MsrA inh	0.7	2.9	0.6	1.1	1.2	-0.3	0.0	1.2
MsrA act	-3	-5	-2	-13	-3	-5	0	-3
Rin1-Abl PPI inh	6	-1	0	1	28*	0	1	-3
FAS TE block	-4	-2	-4	-1	9	-8	-9	14
MT1-MMP act inh	-1	-2	3	-5	-5	4	0	-6
CendR NRP1 mod	7	-3	-10	7	4	10	-8	-1

[41] O=C(COc1ccc(S(=O)(=O)N2CCOCC2)cc1)N1CCCCCC1
[42] CC(=O)c1ccc(Oc2ncnc3sccc23)cc1
[43] O=C(COc1cccc2cccnc12)NCc1cccs1
[44] CC(OC(=O)c1nsc(Cl)c1Cl)C(=O)NC1CCCCC1 (centres undefined)
[45] O=C(Cc1ccccc1)NCC(=O)N/N=C/c1cccs1
[46] COc1ccc(-c2[nH]c(-c3ccc(C)cc3)nc2SCC(=O)Nc2nccs2)cc1
[47] O=C(NCC1CCCO1)c1nn2c(C(F)(F)F)cc(-c3cccs3)nc2c1Cl (centres undefined)
[48] O=C(O)c1cc(S(=O)(=O)NC(Cc2c[nH]c3ccccc23)C(=O)O)ccc1Cl (centres undefined)
assay / compound	41	42	43	44	45	46	47	48
E coli Lon inh	0	-4	-1	-13	-5	-2	-8	-5
SKN-1 inh	5	-14	7	-1	5	27	-28	6
Neddylation inh	i	i	i	i	i	i	i	i
MsrA inh	1.4	-0.1	0.9	0.0	1.7	1.5	-2.5	-0.6
MsrA act	-3	-2	-3	-5	-12	-3	-3	-3
Rin1-Abl PPI inh	-4	-1	-1	-2	0	1	-1	1
FAS TE block	-6	-2	-2	-4	0	19	-4	-3
MT1-MMP act inh	-2	0	-1	1	-4	3	-5	-1
CendR NRP1 mod	2	-3	-15	5	7	-1	-14	-14

[49] O=C(COC(=O)C1CC1)NCCc1ccc(Cl)cc1
[50] CC1(C)Cc2nc(N3CCCC3)c(C#N)cc2CO1
[51] CCOC(=O)CN(C(=O)CNC(=O)c1ccco1)C(C(=O)NC1CCCCC1)c1cccs1 (centres undefined)
[52] O=C(c1ccc(-c2ccccc2Cl)o1)N1CCN(S(=O)(=O)c2cccs2)CC1
[53] O=C(Nc1cccc(C(F)(F)F)c1)c1scc2c1OCCO2
[54] Cc1nn2c(-c3ccncc3)ccnc2c1Cl
[55] COc1ccc(OC2(C)CCN(Cc3ccccc3OC(F)F)C2)cc1 (centres undefined)
[56] CCOc1ccc(C2CC(=O)n3nc(C45CC6CC(CC(C6)C4)C5)nc3S2)cc1OC (centres undefined)
assay / compound	49	50	51	52	53	54	55	56
E coli Lon inh	-11	-7	-8	6	-4	0	-10	0
SKN-1 inh	-10	-7	-26	-7	6	1	0	-13
Neddylation inh	i	x	i	i	i	i	i	i
MsrA inh	-0.7	8.7*	-0.1	-1.0	0.6	0.0	-0.2	-0.3
MsrA act	-6	-11	-2	-8	-3	-3	-3	-5
Rin1-Abl PPI inh	-1	-2	-1	1	-9	-6	3	-2
FAS TE block	-3	-5	-4	29	2	-4	7	-1
MT1-MMP act inh	5	-2	1	-1	2	3	2	1
CendR NRP1 mod	8	2	-5	7	-11	6	-1	2
